EZH2 inh = inhibitors of human EZH2/PRC2 methyltransferase; Q15910; PRC2 H3K27 methylation, DELFIA TRF, 1 h; inhibition, % at 12.5 µM; 0.35% of 57,000 active; AID 651548;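 active = mean inhibition of replicates at least 50% and every single replicate also reaching 50%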;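 also: dimethyl H3K27 on biotinylated H3 21-44 peptide detected by antibody; plate controls were median neutral control wells for no effect and median positive control wells for full effect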
Target sequence (Q15910 whole entry, looked up): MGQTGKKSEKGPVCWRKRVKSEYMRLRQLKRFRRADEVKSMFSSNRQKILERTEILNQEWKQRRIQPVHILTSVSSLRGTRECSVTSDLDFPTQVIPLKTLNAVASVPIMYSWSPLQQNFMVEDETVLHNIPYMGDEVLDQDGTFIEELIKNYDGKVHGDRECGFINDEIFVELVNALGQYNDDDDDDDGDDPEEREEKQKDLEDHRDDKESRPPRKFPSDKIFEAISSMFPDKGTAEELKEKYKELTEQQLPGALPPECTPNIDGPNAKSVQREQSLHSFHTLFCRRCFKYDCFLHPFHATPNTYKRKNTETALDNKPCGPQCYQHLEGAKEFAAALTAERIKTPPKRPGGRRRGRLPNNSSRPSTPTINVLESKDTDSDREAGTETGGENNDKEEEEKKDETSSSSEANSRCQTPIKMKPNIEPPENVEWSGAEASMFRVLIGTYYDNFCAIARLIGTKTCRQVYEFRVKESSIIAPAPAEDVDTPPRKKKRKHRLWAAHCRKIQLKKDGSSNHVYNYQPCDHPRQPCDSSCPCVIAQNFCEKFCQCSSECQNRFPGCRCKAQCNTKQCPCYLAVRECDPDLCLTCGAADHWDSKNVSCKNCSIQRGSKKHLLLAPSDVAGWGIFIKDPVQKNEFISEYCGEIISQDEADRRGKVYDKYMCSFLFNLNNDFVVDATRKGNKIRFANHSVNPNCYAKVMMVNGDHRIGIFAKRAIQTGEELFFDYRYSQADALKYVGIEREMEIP
IDH1 mut inh = inhibitors of human IDH1 R132H. IDH1 R132H reductase, diaphorase/resazurin fluorescence, 60 min. 0.18% of 70,000 active. O75874. inhibition, % at 10 µM; in the data active = inhibition above about 34%;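 also: 0% = DMSO and 100% = no enzyme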
An asterisk follows results filed as active; . = not tested or not shown. An excerpt, so the mix of outcomes need not match the whole.

Below each SMILES: EZH2 inh	IDH1 mut inh
C[C@H]1CCCCO[C@H](CN(C)Cc2ccc(C(=O)O)cc2)[C@@H](C)CN([C@@H](C)CO)C(=O)c2cc(NC(=O)Nc3ccc(F)cc3)ccc2O1
→ .	1.7
C[C@H](O)C#Cc1cnc2c(c1)C(=O)N([C@H](C)CO)C[C@@H](C)[C@H](CN(C)CC1CCCCC1)O2
→ .	-0.2
C[C@@H]1CN([C@H](C)CO)S(=O)(=O)c2ccc(C#Cc3ccccc3)cc2O[C@@H]1CN(C)C(=O)Cc1ccccn1
→ .	0.1
C[C@@H]1CN([C@@H](C)CO)C(=O)c2cc(NC(=O)CCCN(C)C)ccc2O[C@@H](C)CCCCO[C@@H]1CN(C)S(=O)(=O)c1cccs1
→ .	0.0
COc1ccc(-c2cccc(-c3nc(C(=O)N(C)C)cc4c3[C@H](CCO)N([S@@](=O)C(C)(C)C)C4)c2)cc1
→ -8	0.6
Cc1ccccc1S(=O)(=O)N(C)C[C@H]1OCc2cn(nn2)CCCC(=O)N([C@@H](C)CO)C[C@H]1C
→ 1	1.6
C[C@@H]1CN([C@@H](C)CO)C(=O)c2cc(NC(=O)c3ccncc3)ccc2O[C@@H](C)CCCCO[C@H]1CN(C)S(=O)(=O)c1cccs1
→ .	-0.3
C[C@H](CO)N1C[C@H](C)[C@@H](CN(C)C(=O)NC2CCCCC2)Oc2ccc(NC(=O)NC3CCCCC3)cc2C1=O
→ .	3.3
CC(C)NC(=O)Nc1ccc2c(c1)CC(=O)N([C@H](C)CO)C[C@H](C)[C@@H](CN(C)Cc1ccc3c(c1)OCO3)O2
→ 1	-0.2
O=C(CCN1CCCCC1)NCC[C@H]1CC[C@@H](NC(=O)Cc2cccnc2)[C@@H](CO)O1
→ 2	-0.1
COc1ccc(-c2ccc(C#N)c(SCC(=O)Nc3cc(OC)c(OC)c(OC)c3)n2)cc1
→ -9	0.3
O=C(CN1CCOCC1)Nc1sc2c(c1C(=O)Nc1ccc(Br)cc1)CCC2
→ 5	0.4
COc1ccc(S(=O)(=O)Nc2cccc3c2O[C@H](CN(C)CC2CCCCC2)[C@H](C)CN([C@@H](C)CO)C3=O)cc1
→ -11	2.2
CO[C@@H]1CN(C)C(=O)c2cc(NC(=O)Nc3c(C)noc3C)ccc2OC[C@H](C)N(CC2CC2)C[C@H]1C
→ 6	0.0
COc1ccc(NC(=O)N(C)C[C@@H]2Oc3ccc(NC(=O)C4CC4)cc3CC(=O)N([C@H](C)CO)C[C@H]2C)cc1
→ -5	3.1
Cc1ccc(-c2nnc(N3CCN(C(=O)CSc4nc(C)cc(C)n4)CC3)c3ccccc23)cc1
→ -10	-0.1
CO[C@H](CN(C)C(=O)c1ccccc1F)[C@@H](C)CN([C@H](C)CO)S(=O)(=O)c1ccccc1
→ 2	-0.1
CC(C)NC(=O)Nc1cccc2c1O[C@H](CN(C)C)[C@H](C)CN([C@@H](C)CO)C2=O
→ -10	-0.1
CC(C)NC(=O)Nc1ccc2c(c1)C(=O)N([C@@H](C)CO)C[C@@H](C)[C@H](CN(C)CC1CCCCC1)OCCCC[C@@H](C)O2
→ .	2.2
CO[C@H]1CN(C)C(=O)c2cc(NC(C)=O)ccc2OC[C@H](C)N(C(=O)c2ccccc2F)C[C@@H]1C
→ 0	-0.1

Structures listed so far containing two or more sulfur atoms:
Below each SMILES: EZH2 inh	IDH1 mut inh
C[C@@H]1CN([C@@H](C)CO)C(=O)c2cc(NC(=O)CCCN(C)C)ccc2O[C@@H](C)CCCCO[C@@H]1CN(C)S(=O)(=O)c1cccs1
→ .	0.0
C[C@@H]1CN([C@@H](C)CO)C(=O)c2cc(NC(=O)c3ccncc3)ccc2O[C@@H](C)CCCCO[C@H]1CN(C)S(=O)(=O)c1cccs1
→ .	-0.3

More entries
Below each SMILES: EZH2 inh	IDH1 mut inh
C[C@@H]1CN([C@@H](C)CO)C(=O)c2cc(-c3cncnc3)cnc2O[C@H]1CN(C)CC1CCOCC1
→ .	-0.5
C[C@@H]1CN([C@H](C)CO)C(=O)Cc2cc(NS(=O)(=O)c3ccc(Cl)cc3)ccc2O[C@H]1CN(C)C(=O)Nc1ccc(C(F)(F)F)cc1
→ .	2.7
CO[C@@H]1CN(C)C(=O)c2cc(NC(=O)C3CC3)ccc2OC[C@@H](C)N(CCc2ccccc2)C[C@@H]1C
→ -10	.
C[C@@H]1CN([C@H](C)CO)S(=O)(=O)c2ccc(Br)cc2O[C@@H]1CN(C)CC1CCOCC1
→ -2	-3.5
C[C@H](CO)N1C[C@H](C)[C@H](CN(C)C(=O)Nc2cccc3ccccc23)Oc2ccc(NC(=O)Nc3ccc(C(F)(F)F)cc3)cc2C1=O
→ .	0.4
C[C@@H]1CCCCO[C@@H](CN(C)C(=O)c2ccccc2)[C@@H](C)CN([C@H](C)CO)C(=O)c2cc(NC(=O)Nc3ccccc3)ccc2O1
→ .	-1.3
COc1ccc(NC(=O)N(C)C[C@@H]2Oc3c(NC(=O)Nc4ccc5c(c4)OCO5)cccc3C(=O)N([C@H](C)CO)C[C@@H]2C)cc1
→ .	0.3
CC(C)NC(=O)N(C)C[C@H]1Oc2ccc(NC(=O)CCCCCC(=O)Nc3ccccc3N)cc2C(=O)N([C@H](C)CO)C[C@@H]1C
→ -6	-0.1
CC(C)NC(=O)Nc1ccc2c(c1)CC(=O)N([C@@H](C)CO)C[C@@H](C)[C@H](CN(C)C)O2
→ -3	1.6
CC(C)NC(=O)N[C@@H]1C=C[C@H](CC(=O)NC2Cc3ccccc3C2)O[C@@H]1CO
→ 6	-0.4
CC(C)CC#Cc1ccc2c(c1)O[C@H](CN(C)C(=O)Cc1cccnc1)[C@@H](C)CN([C@H](C)CO)S2(=O)=O
→ 4	.
COCC#Cc1ccc2c(c1)O[C@@H](CN(C)C(=O)NC(C)C)[C@@H](C)CN([C@@H](C)CO)S2(=O)=O
→ -11	-0.7
Cc1ccccc1-c1ccc2c(c1)O[C@@H](CN(C)C)[C@@H](C)CN([C@@H](C)CO)S2(=O)=O
→ -9	0.9
COc1ccc(C#Cc2ccc3c(c2)O[C@H](CN(C)C)[C@@H](C)CN([C@@H](C)CO)S3(=O)=O)cc1
→ -12	0.5
C[C@H]1CN([C@@H](C)CO)C(=O)c2cc(C#CCc3ccccc3)cnc2O[C@@H]1CN(C)Cc1cccc(C(=O)O)c1
→ .	0.0
CO[C@@H]1CN(C)C(=O)c2ccc(NS(=O)(=O)c3cn(C)cn3)cc2OC[C@@H](C)N(Cc2cccc(F)c2)C[C@@H]1C
→ -5	0.4
O=C(O)CCCC[C@@H]1SC[C@@H]2NC(=O)N[C@@H]21
→ 99*	-1.4
C[C@@H]1CN([C@H](C)CO)S(=O)(=O)c2ccc(C#CC(C)(C)O)cc2O[C@H]1CN(C)C
→ 5	-1.1
C[C@@H]1CN([C@H](C)CO)C(=O)c2cc(C#CC(C)(C)O)cnc2O[C@H]1CN(C)Cc1ccccn1
→ 9	1.6
CO[C@@H]1CN(C)C(=O)c2cc(NC(=O)c3ccccc3F)ccc2OC[C@H](C)N(C(C)=O)C[C@@H]1C
→ -6	-0.2
C[C@H](CO)N1C[C@H](C)[C@@H](CN(C)C(=O)Nc2ccc(F)cc2)Oc2ccc(NC(=O)Nc3ccccc3)cc2CC1=O
→ .	-1.4
COc1cccc(S(=O)(=O)Nc2ccc3c(c2)C(=O)N(C)C[C@H](OC)[C@@H](C)CN[C@H](C)CO3)c1
→ 2	0.3
CC(C)NC(=O)N(C)C[C@H]1OCCCC[C@H](C)Oc2ccc(NC(=O)CCC(F)(F)F)cc2C(=O)N([C@H](C)CO)C[C@H]1C
→ 6	0.0
CCC(=O)N[C@@H]1CC[C@H](CCn2cc(-c3cccc(OC)c3)nn2)O[C@@H]1CO
→ -14	-0.1
C[C@H]1CN([C@@H](C)CO)C(=O)c2cccc(NS(=O)(=O)c3ccccc3)c2O[C@H]1CN(C)S(=O)(=O)c1ccc(F)cc1
→ .	-2.9
COc1ccc(S(=O)(=O)Nc2ccc3c(c2)CC(=O)N([C@@H](C)CO)C[C@@H](C)[C@@H](CN(C)C(=O)Nc2ccccc2)O3)cc1
→ .	1.3
COc1ccc(S(=O)(=O)N2CCC(C(=O)Nc3ccc(NC(C)=O)cc3)CC2)cc1OC
→ 11	0.3
C[C@@H]1CN([C@H](C)CO)C(=O)c2cc(-c3ccc(F)cc3)cnc2O[C@H]1CN(C)C(=O)Nc1ccc(F)cc1
→ -13	2.8
O=C1c2ccccc2S(=O)(=O)N1CC(O)Cn1ccc2ccccc21 (centres undefined)
→ 5	-0.2
C[C@@H]1CN([C@@H](C)CO)C(=O)c2cccc(NS(C)(=O)=O)c2O[C@H]1CN(C)C(=O)NC1CCCCC1
→ -8	.

Five consecutive compounds out of the list so far, for reference:
Below each SMILES: EZH2 inh	IDH1 mut inh
COc1ccc(S(=O)(=O)Nc2ccc3c(c2)CC(=O)N([C@@H](C)CO)C[C@@H](C)[C@@H](CN(C)C(=O)Nc2ccccc2)O3)cc1
→ .	1.3
COc1ccc(S(=O)(=O)N2CCC(C(=O)Nc3ccc(NC(C)=O)cc3)CC2)cc1OC
→ 11	0.3
C[C@@H]1CN([C@H](C)CO)C(=O)c2cc(-c3ccc(F)cc3)cnc2O[C@H]1CN(C)C(=O)Nc1ccc(F)cc1
→ -13	2.8
O=C1c2ccccc2S(=O)(=O)N1CC(O)Cn1ccc2ccccc21 (centres undefined)
→ 5	-0.2
C[C@@H]1CN([C@@H](C)CO)C(=O)c2cccc(NS(C)(=O)=O)c2O[C@H]1CN(C)C(=O)NC1CCCCC1
→ -8	.

Further entries
Below each SMILES: EZH2 inh	IDH1 mut inh
Cc1ccc(S(=O)(=O)N(C)C[C@H]2Oc3ccc(NS(=O)(=O)c4cccs4)cc3C(=O)N([C@@H](C)CO)C[C@H]2C)cc1
→ .	-2.1
CCc1ccc(OCC(=O)Nc2ccc3oc(-c4ccccc4)nc3c2)cc1
→ .	0.1
O=C(C1=C[C@H](c2ccc(C(F)(F)F)cc2)C[C@H](OCc2ccc(CO)cc2)O1)N1CCN(Cc2ccccc2)CC1
→ 15	.
O=C(C[C@H]1CC[C@H](NC(=O)c2ccc(F)cc2)[C@H](CO)O1)NCCc1ccccc1
→ -2	0.2
C[C@H](CO)N1C[C@H](C)[C@@H](CN(C)C(=O)Cc2ccncc2)Oc2cc(C#Cc3ccccc3F)ccc2S1(=O)=O
→ -10	.
C[C@@H]1CCCCO[C@H](CN(C)C(=O)c2ccccc2)[C@@H](C)CN([C@H](C)CO)C(=O)c2cc(NC(=O)Nc3cccc4ccccc34)ccc2O1
→ .	-2.0
C[C@@H]1CN([C@@H](C)CO)C(=O)c2cccc(NC(=O)C3CCOCC3)c2O[C@@H]1CN(C)Cc1ccc2c(c1)OCO2
→ 1	0.8
C[C@@H]1CN([C@@H](C)CO)C(=O)c2cc(C#CCN(C)C)cnc2O[C@H]1CN(C)C(=O)Nc1cccc(F)c1
→ .	0.2
CC(=O)N(C)C[C@H]1Oc2ncc(-c3ccc(C(=O)N(C)C)cc3)cc2C(=O)N([C@@H](C)CO)C[C@@H]1C
→ -5	-2.8
C[C@H]1CN([C@@H](C)CO)C(=O)Cc2cc(NC(=O)Nc3ccc(C(F)(F)F)cc3)ccc2O[C@H]1CN(C)Cc1ccc(Oc2ccccc2)cc1
→ .	-1.1
C[C@H](CO)N1C[C@H](C)[C@H](CN(C)C(=O)Cc2ccccc2)OCCCC[C@H](C)Oc2ccc(NS(=O)(=O)c3cccs3)cc2C1=O
→ .	0.5
C[C@@H]1CN([C@H](C)CO)C(=O)Cc2cc(NC(=O)Nc3ccccc3)ccc2O[C@H]1CN(C)Cc1ccc(-c2ccccc2)cc1
→ .	-0.1
Cc1ccc(S(=O)(=O)N(C)C[C@@H]2Oc3ccc(NC(=O)Cc4ccccc4)cc3C(=O)N([C@H](C)CO)C[C@@H]2C)cc1
→ -3	-0.3
Cc1ccc(S(=O)(=O)Nc2ccc3c(c2)C(=O)N([C@@H](C)CO)C[C@@H](C)[C@H](CN(C)C(=O)Nc2c(C)noc2C)O3)cc1
→ .	0.3
C[C@@H]1CN([C@@H](C)CO)C(=O)c2cc(NS(=O)(=O)c3ccc(Cl)cc3)ccc2O[C@@H]1CN(C)C(=O)Nc1cccc2ccccc12
→ .	-0.7
N#C[C@H]1[C@@H](c2ccc(C3=CCCCC3)cc2)[C@@H](CO)N1C(=O)c1cccc(F)c1
→ .	-0.8
CC(C)NC(=O)N(C)C[C@@H]1Oc2c(NC(=O)Nc3ccccc3)cccc2C(=O)N([C@@H](C)CO)C[C@H]1C
→ 23	0.7
C[C@@H]1CN([C@H](C)CO)C(=O)c2cc(C#CC3CCCCC3)cnc2O[C@H]1CN(C)C(=O)Nc1ccccc1
→ -13	-1.0
C[C@@H]1CN([C@@H](C)CO)C(=O)Cc2cc(N(C)C)ccc2O[C@H]1CN(C)Cc1ccc(-c2ccccc2)cc1
→ 5	0.2
Cc1noc(C)c1NC(=O)NCC[C@@H]1CC[C@@H](NC(=O)c2ccccc2)[C@H](CO)O1
→ 3	0.8
COCC(=O)N(C)C[C@H]1Oc2ncc(C#C[C@H](C)O)cc2C(=O)N([C@H](C)CO)C[C@H]1C
→ -5	-3.1
O=c1oc2ccccc2cc1O
→ -8	-1.0
C[C@@H]1CN([C@@H](C)CO)C(=O)Cc2cc(NC(=O)Nc3ccc4c(c3)OCO4)ccc2O[C@@H]1CN(C)Cc1ccc2c(c1)OCO2
→ -10	.
O=C(Cn1c(-c2ccccn2)nc2ccccc21)NCc1ccccc1
→ 1	0.0
C[C@@H]1CCCCO[C@@H](CN(C)C(=O)Nc2ccccc2)[C@@H](C)CN([C@@H](C)CO)C(=O)c2cc(NC(=O)Nc3cccc4ccccc34)ccc2O1
→ .	-0.9
O=C(CCCCCCC(=O)Nc1ccccc1O)N/N=C/[C@H](O)[C@@H](O)[C@H](O)[C@H](O)CO
→ -5	0.0
COc1ccc(CNC(=O)C[C@@H]2CC[C@H](NC(=O)CN(C)C)[C@@H](CO)O2)cc1
→ 8	-0.1
COC(=O)c1ccccc1NC(=O)CSc1nnc(-c2ccccc2O)n1-c1ccccc1
→ 14	0.3

Source: PubChem BioAssay (Broad Institute)
